hERG WT inh: qHTS for Inhibitors of KCHN2 3.1: Wildtype qHTS. U2OS, BacMam KCNH2, thallium flux FluxOr; hits give low values. 340,000 tested, 0.37% active. Voltage-gated inwardly rectifying potassium channel KCNH2 (Homo sapiens), Q12809. activity change, % at 1.84 µM;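 active means maximum activity change below -70%; inconclusive means maximum activity change between -70% and -50%; inactive means maximum activity change above -50%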
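U2OS cells transduced with wild-type KCNH2 virus are loaded with FluxOr dye for 45 min, and thallium flux is measured in kinetic reads before and after stimulation buffer. Rate constants are normalized to DMSO controls.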
BCR signal inh: qHTS Assay to Find Inhibitors of Chronic Active B-Cell Receptor Signaling | 340,000 tested, 0.05% active | Potency, µM (titrated, usually from 46.1 µM), for inactives: top-dose ratio change, negative = lower green/red ratio, usual class: inhibitors | ABC-DLBCL IkBa-CBG/CBR reporter, luminescence ratio, 4 h | AID 493014, 2011; active means well fitted inhibition curve with a large enough effect in the signal ratio, with a control signal flat, not every such curve was filed as active; inconclusive means small, poorly fitted or top-dose-only effect, or effect the other way, or a change in a side signal; the % refers to the signal ratio;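 further: potency means the concentration at half of the fitted maximal effect; plate controls were basal doxycycline-induced cells for no effect and cells given 10 µM MG132 for full effect; MG132 reads +100%, hits lower the ratio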
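Doxycycline induced both beetle luciferases in TMD8 lymphoma cells; IKK-driven degradation limits the IkappaBalpha-fused green signal, while red luminescence normalises for cell number and nonspecific effects. Compounds tested up to 46 uM, 4 hrs.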
B2AR arrestin: qHTS assay of beta-arrestin-biased ligands of beta2-adrenergic receptor | beta-arrestin recruitment to beta2AR, cell-based reporter | Beta-2 adrenergic receptor (Homo sapiens), P07550 | 330,000 tested, 0.02% active | Potency, µM (highest dose often 46.1 µM), inactives show top-dose activation, actives largely listed as activators | AID 492947, 2010;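 further: potency means the concentration at half of the fitted maximal effect; 0% = DMSO controls and full agonism = EC100 isoproterenol or metaproterenol; nearly all actives have a fitted effect of over 65% in size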
Target sequence (P07550 whole entry, looked up): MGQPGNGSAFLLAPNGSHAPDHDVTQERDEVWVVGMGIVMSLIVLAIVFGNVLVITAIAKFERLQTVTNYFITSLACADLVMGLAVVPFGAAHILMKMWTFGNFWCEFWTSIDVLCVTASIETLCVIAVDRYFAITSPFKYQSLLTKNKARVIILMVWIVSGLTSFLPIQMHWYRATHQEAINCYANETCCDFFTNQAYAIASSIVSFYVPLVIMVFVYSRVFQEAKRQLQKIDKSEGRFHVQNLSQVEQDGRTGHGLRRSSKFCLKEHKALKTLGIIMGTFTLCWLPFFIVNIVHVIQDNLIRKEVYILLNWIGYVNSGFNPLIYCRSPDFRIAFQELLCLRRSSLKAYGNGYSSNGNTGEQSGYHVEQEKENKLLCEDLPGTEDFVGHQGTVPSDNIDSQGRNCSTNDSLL
PKM2 activator: qHTS Assay for Activators of Human Muscle isoform 2 Pyruvate Kinase | purified PKM2, Kinase-Glo ATP luminescence, activation; response scale: 0% is enzyme alone, no compound | Potency, µM (series often up to 57.5 µM), inactives show at the highest dose activation, most hits filed as activators | Pyruvate kinase PKM (Homo sapiens), P14618 | 260,000 tested, 0.34% active; further: potency means the concentration at half of the fitted maximal effect; nearly all actives have a fitted effect of over 55% in size
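Kinase-Glo luminescence reports ATP generated from ADP (0.1 mM) and PEP (0.5 mM) by purified hPK-M2 after 1 h at room temperature, pH 7.2 imidazole buffer; intermediate enzyme activity allows detecting inhibitors and activators.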
KCNH2 3.1 block: qHTS for Inhibitors of KCHN2 3.1: Mutant qHTS; 340,000 tested, 0.95% active; AID 720553, 2013; U2OS KCNH2 3.1, thallium flux FluxOr; hits give low values; Potassium voltage-gated channel subfamily H member 2, brain isoform KCNH2 3.1 (human); activity change, % (tested at about 1.8 µM);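 active means maximum activity change below -70%; inconclusive means maximum activity change from -70% to -50%; inactive means maximum activity change above -50%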;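 further: thallium influx rate constant from kinetic fluorescence after stimulation buffer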
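Kinetic fluorescence (2 min after stimulation buffer) measures Tl+ influx through KCNH2 3.1 expressed by viral transduction in U2OS cells; the rate constant is normalized against DMSO controls serving as positive and negative references.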
Eya2 inh: qHTS Assay for Inhibitors of the Phosphatase Activity of Eya2. Potency, µM (highest dose often 76.9 µM), inactives show at the top dose activity, negative = inhibition, actives largely listed as inhibitors. recombinant Eya2, OMFP fluorescence dephosphorylation (OMFP is methylfluorescein phosphate). 330,000 tested, 0.006% active. Protein phosphatase EYA2 (Homo sapiens), O00167; further: potency means the concentration at half of the fitted maximal effect
Target sequence (O00167 whole entry, looked up): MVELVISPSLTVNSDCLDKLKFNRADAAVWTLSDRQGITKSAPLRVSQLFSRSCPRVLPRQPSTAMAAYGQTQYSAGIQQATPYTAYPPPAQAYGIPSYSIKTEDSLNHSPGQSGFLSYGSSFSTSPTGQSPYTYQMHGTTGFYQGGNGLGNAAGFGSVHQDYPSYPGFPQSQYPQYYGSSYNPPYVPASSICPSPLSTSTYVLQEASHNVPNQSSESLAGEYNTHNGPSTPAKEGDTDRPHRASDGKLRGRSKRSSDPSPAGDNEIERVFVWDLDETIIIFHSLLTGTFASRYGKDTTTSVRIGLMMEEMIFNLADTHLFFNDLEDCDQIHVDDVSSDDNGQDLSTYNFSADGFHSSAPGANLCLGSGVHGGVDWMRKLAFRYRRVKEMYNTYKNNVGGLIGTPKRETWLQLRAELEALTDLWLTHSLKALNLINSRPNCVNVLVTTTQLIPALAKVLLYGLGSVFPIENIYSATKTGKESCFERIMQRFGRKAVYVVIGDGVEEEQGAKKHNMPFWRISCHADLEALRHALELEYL
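Eya2 protein (added as 0.2 uM solution) was preincubated with compound for 10 min at ambient temperature in 50 mM HEPES pH 7.5, 50 mM NaCl, 5 uM MgCl2, 0.05% BSA, 1 mM DTT. OMFP (added at 50 uM) then reacted 10 min; fluorescence read at 485/525 nm.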
GALK inhibitor: qHTS Assay for Inhibitors of Human Galactokinase (GALK) | P51570 | Purified GALK, Kinase-Glo residual ATP luminescence | Potency, µM (titrated, usually from 57.5 µM), without a hit: at the top dose activity change, negative = inhibition, actives largely listed as inhibitors | 270,000 tested, 0.007% active | AID 1868, 2009; further: potency means the concentration at half of the fitted maximal effect
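Galactose (100 uM) and ATP (35 uM) were turned over by 5 nM GALK for 1 h at RT. Kinase-Glo Plus then converted the remaining ATP into a luminescent signal.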
uPA surface inh: qHTS for Inhibitors of Cell Surface uPA Generation. cell surface uPA generation assay, qHTS. 330,000 tested, 0.31% active. Potency, µM (titrated, usually from 38.3 µM), without a hit: top-dose activity change, negative = inhibition, most hits filed as inhibitors; active means well fitted inhibition curve with a large enough effect; inconclusive means small, poorly fitted or top-dose-only effect; inactive means no such curve, though single readings can be large or run the other way; tested in mouse RAW 264.7 cells; further: potency means the concentration at half of the fitted maximal effect; nearly all actives have a fitted effect of over 55% in size
USP2a inh: qHTS Assay for Inhibitors of Ubiquitin-specific Protease USP2a Using CHOP2 as the Reporter | Potency, µM (series often up to 38.3 µM), for the others: at the top dose activity change, negative = inhibition, most hits filed as inhibitors | USP2 core, Ub-CHOP2 coupled fluorogenic reporter, 485/531 | 330,000 tested, 0.01% active | Ubiquitin carboxyl-terminal hydrolase 2 (Homo sapiens), O75604;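 further: potency means the concentration at half of the fitted maximal effect; plate controls were DMSO wells for no effect and full inhibition by NEM control for full effect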
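Deubiquitinase activity read as fluorescence (485/531 nm) after Ub-CHOP2 cleavage activates the enterokinase reporter on its substrate; USP2 core 10nM, Ub-CHOP2 and substrate 25nM each, 30min compound preincubation then 60min RT; data normalized to NEM, curves fitted.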
FBPA coupling cs: qHTS Assay for Inhibitors of Fructose-1,6-bisphosphate Aldolase from Giardia Lamblia: Coupling assay counterscreen | 290,000 tested, 0.67% active | activity change, negative = inhibition, % at 58.2 µM, hits read low | coupling enzyme system counterscreen, AmpLite Red fluorescence; in the data active means activity change below about -30%
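Coupling enzymes only (glyceraldehyde-3-phosphate) + compound, at 57.5 uM final, 10 min RT; add substrate/coupling/AmpLite Red mix, 20 min RT; fluorescence ex 525/em 598 nm. Actives flag coupling-system interference.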
Giardia killer: Small Molecules that selectively kill Giardia lamblia: qHTS; Giardia lamblia trophozoite viability; activity change, % at 7.66 µM, hits read low; 340,000 tested, 0.15% active; in the data active means activity change below about -80%; inconclusive means between about -30% and that limit;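 further: parasites exposed to compound for two days anaerobically before the ATP read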
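Media and compound were dispensed first, then trophozoites at 100 cells/well; plates sat 48 hrs at 37 deg C without oxygen before ATP luminescence reagent was added and read after 15-30 min at room temperature.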
Numbers without * were called inactive; ? = inconclusive; / = no result given; [ ] = dose if it differs, or a comment. Unless noted, the call rests on the fitted dose curve; in most records, active means well fitted curve in the direction sought with a large enough effect; inconclusive means small, poorly fitted or top-dose-only effect, or another doubt; inactive means no such curve, though single readings can be large; an effect the other way counts as inactive or inconclusive. Unless noted, on the % scale 0 is the no-effect control and ±100 the full control effect.

SMILES	hERG WT inh	BCR signal inh	B2AR arrestin	PKM2 activator	KCNH2 3.1 block	Eya2 inh	GALK inhibitor	uPA surface inh	USP2a inh	FBPA coupling cs	Giardia killer
CCn1c(C)cc(/C=C2\NC(=O)N(CC(=O)Nc3cccc(C)c3)C2=O)c1C	-0.1	4.2%	-0.6%	8.8%	5.0	4.7%	-1.3%	0.1%	-1.9%	3.4	-4.4
CCOC(=O)C1=C(C)NC(=O)C(C#N)C1c1ccncc1 (configuration not stated)	12.6	2.2%	0.1%	-3.8%	17.6	9.4%	10.4%	-8.6%	0.5%	0.3	4.7
CC1CCC2(CC1)NC(=O)N(NC(=O)CSc1nnc(NC3CC3)s1)C2=O (configuration not stated)	-23.0	3.8%	-0.5%	/	11.9	13.8%	/	14.4%	-0.1%	/	36.2[activator]
Cc1cccc(OCC(=O)NNC(=O)C2CCN(c3ncnc4sc(C)c(C)c34)CC2)c1	3.3	?	-0.3%	/	-10.4	-10.0%	/	10.9%	0.5%	/	-23.6
COc1cc(OC)c(C(=O)OCC(=O)Nc2cc(C)on2)cc1OC	1.0	1.1%	-0.1%	5.4%	-5.8	13.3%	-0.6%	2.4%	0.7%	0.1	30.4[activator]
COc1ccccc1N(C)S(=O)(=O)c1ccc(C(=O)Nc2nnc(C)s2)cc1	3.4	-0.9%	0.0%	/	10.4	-3.9%	/	2.1%	0.4%	/	30.3[activator]
CCCS(=O)(=O)N1CCCC(C(=O)NCc2ccc3c(c2)OCO3)C1 (configuration not stated)	-5.2	1.2%	-0.3%	-5.4%	3.8	3.1%	-1.5%	-1.3%	3.0%	-0.1	11.4
COCCNC(=O)Cn1nc(C(F)(F)F)c(Cl)c1C	-4.5	0.4%	-0.2%	-0.7%	6.6	7.8%	10.1%	1.5%	-0.2%	1.8	-3.6
Cc1ccc(C(=O)CC(=O)c2ccccc2)cc1	-13.1	?	0.1%	-0.7%	-3.7	-6.1%	4.7%	-7.8%	2.1%	-1.5	15.1
CC/C(=N/OC(=O)c1cccc(C)c1)C(=O)c1cccs1	8.6	0.6%	0.0%	-0.6%	16.4	-11.2%	-1.0%	-0.3%	2.5%	-0.2	-19.2
Cc1nnc2n(c1=O)C(CS(=O)(=O)c1ccc3ccccc3c1)CS2 (configuration not stated)	8.6	6.9%	-0.3%	29.2%	21.9	-21.3%	-0.5%	5.0%	2.2%	-3.5	-13.2
CCOC(=O)c1ccc(N/C(=N\S(=O)(=O)c2ccc(F)cc2F)c2ccccc2)cc1	1.8	-0.3%	0.0%	6.6%	2.2	1.1%	-2.0%	-1.1%	3.5%	1.2	-24.0
Cc1cccc(CCNC(=O)CCS(=O)(=O)c2ccc3nc(C)sc3c2)c1	-0.2	-0.6%	-1.0%	-1.2%	8.0	-2.1%	/	1.8%	-4.3%	0.7	?
Cc1sc2ncnc(SCC(=O)N(C)C3CCS(=O)(=O)C3)c2c1C (configuration not stated)	-13.9	-0.4%	-0.2%	-10.2%	-4.5	5.8%	7.7%	2.3%	2.4%	2.3	-3.2
Cc1ccc2c(c1)N(C(C)C(=O)NCc1ccccn1)C(=O)CO2 (configuration not stated)	-0.2	-2.6%	-0.6%	0.6%	-5.1	-7.6%	-0.8%	0.3%	-0.3%	1.1	42.2[activator]
Cc1cc(OCC(O)CNC(C)c2ccccc2)ccc1C(C)C (configuration not stated)	19.0	?	-0.5%	6.4%	-4.1	-7.2%	4.4%	4.7%	-4.3%	-0.3	10.0
CC(C)CC(C(=O)OCC(=O)c1c(N)n(C)c(=O)n(C)c1=O)N1C(=O)C2CC=CCC2C1=O (configuration not stated)	12.7	15.7%	0.5%	-3.0%	3.8	0.5%	4.5%	0.8%	1.4%	1.7	-11.8
CCc1nc(C(N)=O)c2[nH]c(=O)n(-c3ccc(OC)cc3OC)c2n1	9.7	-16.8%	-0.1%	/	6.9	10.7%	3.0%	-20.9%	0.4%	-0.4	5.0
O=C(c1cc2cc(F)ccc2[nH]1)N1CCc2ccccc21	13.7	-2.7%	-0.3%	/	7.1	-17.0%	/	-4.7%	1.1%	-2.9	0.8
c1ccc2nc(SCc3cn4ccccc4n3)cnc2c1	1.0	-6.2%	-0.2%	-4.3%	-4.0	-5.9%	-2.5%	?	2.8%	-1.0	15.5
CN(C)S(=O)(=O)c1cccc(NC(=O)c2cccc(S(=O)(=O)N3CCCCCC3)c2)c1	14.2	0.8%	-0.3%	/	-19.1	10.2%	/	?	2.4%	/	-19.0
CC(=O)Nc1sc2c(c1C#N)CCC2	-0.4	-12.0%	-0.1%	22.5%	-2.3	0.6%	-0.6%	0.2%	0.3%	-1.4	4.6
CN(CC(=O)Nc1c(Cl)cccc1Cl)C(=O)c1ccc(-n2cncn2)c([N+](=O)[O-])c1	7.7	?	0.5%	/	4.5	4.4%	/	10.6%	0.7%	/	-1.4
O=C(NC1CC1)c1cc(-c2ccc(Br)cc2)nc2ccccc12	0.3	?	0.4%	/	-1.0	-0.6%	/	-22.5%	-0.4%	/	10.6
COC(=O)c1c(NC(NC(=O)C(C)(C)C)C(Cl)(Cl)Cl)sc2c1CCC2 (configuration not stated)	-8.7	12.0%	0.4%	6.4%	-15.5	-22.5%	-1.8%	-3.7%	2.8%	0.2	3.9

(list continues)
SMILES	hERG WT inh	BCR signal inh	B2AR arrestin	PKM2 activator	KCNH2 3.1 block	Eya2 inh	GALK inhibitor	uPA surface inh	USP2a inh	FBPA coupling cs	Giardia killer
Cc1ccc(OCCN(C)C(=O)CC2C(=O)NCCN2CC(C)(C)C)cc1 (configuration not stated)	3.6	-1.3%	-0.6%	-15.3%	-1.4	-1.6%	-1.3%	2.5%	-1.6%	-8.2	-1.6
CC1CCN(c2c([N+](=O)[O-])c(=O)oc3ccccc23)CC1	1.5	?	0.0%	7.1%	9.6	2.9%	0.3%	0.3%	-4.5%	-7.8	6.8
O=C(O)C1C2C=CC(C2)C1C(=O)NCCc1ccccc1 (configuration not stated)	3.4	2.7%	0.6%	4.5%	-1.4	1.5%	-0.3%	/	-0.6%	1.5	1.5
CC(OC(=O)C1=Cc2ccccc2OC1)C(=O)NCc1ccco1 (configuration not stated)	0.5	?	0.5%	-3.8%	-4.1	6.0%	8.0%	-1.0%	2.6%	0.0	20.8
O=C(NCCc1cccc(Cl)c1)C1CCC(=O)N(Cc2ccc(Cl)cc2)C1 (configuration not stated)	-1.9	-1.1%	-0.7%	-2.5%	-10.9	-15.1%	-8.6%	-11.7%	-0.2%	/	-3.6
O=C(CSc1nnc(-c2cccs2)n1-c1cccc(Cl)c1)c1cccc2c1OCCO2	5.2	?	0.3%	-1.8%	1.0	25.6%	1.0%	-2.6%	0.9%	0.6	-6.6
NC(=O)CNc1ncc(C(F)(F)F)cc1Cl	2.8	-7.4%	-0.2%	-3.5%	17.7	1.2%	-1.6%	3.4%	2.0%	-0.3	-10.7
Clc1ccc(-c2csc3ncnc(NCCN4CCOCC4)c23)cc1	0.5	4.6%	-0.4%	6.7%	-11.5	-16.1%	2.4%	7.4%	5.1%	3.9	10.5
O=C(c1ccc(NS(=O)(=O)c2ccc3c(c2)OCCO3)cc1)N1CCCCC1	-9.4	-0.7%	-0.4%	1.8%	-7.4	7.8%	-4.3%	-7.8%	9.0%	1.7	-12.3
CC1CCCCN1C(=O)c1cc(-c2ccc3c(c2)OCO3)on1 (configuration not stated)	-4.5	-5.6%	0.5%	-2.7%	8.6	-5.8%	7.7%	-1.1%	2.2%	-1.1	?
Cc1ccccc1S(=O)(=O)Cc1ccc(C(=O)NCCCOC(C)C)o1	-2.6	-0.8%	-0.7%	-0.3%	-1.5	23.0%	-0.4%	-3.5%	-1.5%	12.5	-6.0
COc1ccc(-n2c(=S)[nH]c3cc(C(=O)NCCCN4CCOCC4)ccc3c2=O)cc1OC	-0.8	-1.3%	0.2%	-4.8%	2.6	7.9%	15.2%	-9.6%	-1.8%	-2.5	-12.2
COc1ccccc1NC(=O)c1cc2ccc(O)cc2o/c1=N\O	-1.4	?	-1.7%	20.4%	8.3	3.7%	-7.6%	-2.7%	-0.7%	-3.7	-4.0
COC(=O)c1ccccc1Oc1nc(Cl)cc(OC)n1	0.7	?	0.5%	2.8%	12.0	-1.5%	1.1%	-0.2%	-0.4%	1.9	-2.3

Compound activity deposited in PubChem by National Center for Advancing Translational Sciences (NCATS).
